NTR1 agonist = agonists of NTR1, primary screen, imaging, U2OS cells, beta-arrestin-GFP, high content (AID 493036); NTR1-U2OS beta-arrestin-GFP spot imaging, agonist mode; activation, % at 20 µM; 330,000 compounds, 0.17% hits;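 active = activation at or above 40% of the spot to cytoplasm intensity ratio, with at least 20 cells analyzed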;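 also: 0% = DMSO without peptide and 100% = 100 nM NTR1 peptide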
Target sequence (P30989 whole entry, looked up): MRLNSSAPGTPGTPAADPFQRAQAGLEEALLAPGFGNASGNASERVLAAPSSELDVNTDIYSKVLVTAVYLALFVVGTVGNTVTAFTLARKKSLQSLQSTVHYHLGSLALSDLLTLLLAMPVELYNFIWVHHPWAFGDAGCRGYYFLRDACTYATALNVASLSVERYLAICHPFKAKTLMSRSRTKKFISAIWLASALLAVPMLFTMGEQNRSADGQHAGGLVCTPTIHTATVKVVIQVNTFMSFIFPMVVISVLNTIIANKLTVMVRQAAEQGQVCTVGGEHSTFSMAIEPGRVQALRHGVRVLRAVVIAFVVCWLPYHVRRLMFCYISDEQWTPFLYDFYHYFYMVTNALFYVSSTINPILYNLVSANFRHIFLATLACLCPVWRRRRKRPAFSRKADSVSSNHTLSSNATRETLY
GPR55 antagonists = inhibition of LPI-stimulated GPR55 beta-arrestin translocation – imaging, U2OS, beta-arrestin-GFP, LPI agonist, primary screen (AID 2013) | U2OS GPR55 beta-arrestin-GFP translocation imaging, LPI antagonism; higher % means a stronger effect | inhibition, % at 10 µM; hits with a dose series show IC50 in µM | 290,000 compounds, 0.13% hits;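 active = spots per cell inhibited over 60%, with over 100 cells counted and total cytoplasm intensity under 500,000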;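 also: U2OS cells stably carrying GPR55 and arrestin-GFP stimulated by 5 µM LPI near EC80; imaged beta-arrestin-GFP aggregate spots per cell after agonist stimulation; plate controls were LPI-stimulated DMSO wells for no effect and DMSO wells without LPI for full effect; some results filed as inactive read as strong as hits; confirmed hits need IC50 under 10 µM and bright autofluorescent wells are also inconclusive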
HEK293 NOD2/NF-kB = inhibition of NOD2-driven NF-kB reporter – cell-based, luminescence, uHTS, HEK293 (AID 1566); HEK293 NOD2/NF-kB luciferase reporter, luminescence; higher % means a stronger effect; one-dose inhibition, % at 4 µM; EC50 in µM for titrated hits; 290,000 compounds, 0.63% hits; also: many of its hits are not listed in these tables
KOR beta-arrestin-1 = kappa opioid receptor activators – cell-based, luminescence, uHTS, primary screen (AID 1777) | KOR beta-arrestin recruitment, luminescence; higher % means a stronger effect | activation, % at 10 µM; hits with a dose series show EC50 in µM | 280,000 compounds, 0.02% hits; in the data active = activation above about 50%, passing the limit was not always enough; also: a part of the inactive calls stands beside numbers as strong as those of hits
NOD1 inhibition = NOD1 signaling inhibitors, primary screen, cell-based, luminescence, uHTS (AID 1578). NOD1-driven NF-kB luciferase reporter cells, luminescence; higher % means a stronger effect. inhibition, % at 4 µM; hits with a dose series show EC50 in µM. 290,000 compounds, 1% hits; in the data active = inhibition mostly above about 36%, no sharp cut-off; inactive = mostly below about 34%;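 also: HEK-293T reporter cells stimulated with the NOD1 agonist gamma-tri-DAP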
Myeloid diff MLP = myeloid differentiation induction. 360,000 compounds, 1% hits. ER-HoxA9 myeloid progenitors, lysozyme-GFP differentiation, flow cytometry. calls only at 10 µM. AID 624256;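 active = normalized GFP-positive differentiation at or above the plate's own cutoff, the solvent-only control mean plus 3 SD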;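 also: cells exposed to compound for four days before flow analysis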
GPR55 beta-arrestin = GPR55 agonists via beta-arrestin recruitment, primary screen, imaging, U2OS cells, beta-arrestin-GFP redistribution (AID 1961); U2OS GPR55 beta-arrestin-GFP redistribution imaging; higher % means a stronger effect; one-dose activation, % at 10 µM; EC50 in µM for titrated hits; 290,000 compounds, 0.048% hits;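 active = activation above 40% with more than 50 cells counted in the well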;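 also: U2OS osteosarcoma cells stably expressing GPR55 and beta-arrestin-GFP; plate controls were DMSO negative control for no effect and LPI positive control for full effect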
KOR beta-arrestin-2 = kappa opioid receptor blockers – cell-based, luminescence, uHTS (AID 1778). inhibition, % at 10 µM; hits with a dose series show IC50 in µM. KOR beta-arrestin recruitment, luminescence, antagonist mode; higher % means a stronger effect. 290,000 compounds, 0.091% hits; also: strong numbers were not always called active
T cell HTS = modulates CD8 T cell binding to vesicles; 2C CD8+ T cell-vesicle binding, flow cytometry; active compounds read low; calls only at 7 µM; 330,000 compounds, 0.068% hits; AID 2052;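 active = response, share of CD8 T cells binding vesicles, and their 90th percentile fluorescence all below set limits, cut at about 80% in these data, passing the limit was not always enough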
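System: murine 2C transgenic CD8+ T lymphocytes; also added: QL9-loaded Drosophila micro-vesicles; times: binding 1.5 h at 37 °C; measured by: flow cytometry, PE anti-B7-1 (FL2) versus Alexa647 anti-CD8 (FL8), PFA-fixed; control set: Peptide-free naked vesicles (low) and QL9 vesicles with 0.7% DMSO vehicle (high)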
T cell HTS vesicle-bound % = recorded beside T cell HTS, whose call it bears; double positive events, %; measured here: CD8+ vesicle-bound cell fraction;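 binding gate set so that unloaded-vesicle control wells show 10% double positive cells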
NTR1 agonist cell count 20 µM = recorded beside NTR1 agonist, whose call it bears; cell count; measured here: cell count, cytotoxicity flag
Myeloid diff MLP GFP+ MAC1+ % = further read-out of Myeloid diff MLP, marked with its call; GFP+ MAC1+ double positive, %; measured here: differentiation confirmed by MAC1 staining
Active calls of the source: *; i = inactive; · = no result given; + = active, no number; & = joins results of further samples; [ ] = remark or other dose. Rule as the data show it, unless noted: active = inhibition above about 50%; inactive = the rest. These rows are one share of the data (hit frequency here may not be typical).

SMILES	NTR1 agonist	NTR1 agonist cell count 20 µM	GPR55 antagonists	HEK293 NOD2/NF-kB	KOR beta-arrestin-1	NOD1 inhibition	Myeloid diff MLP	Myeloid diff MLP GFP+ MAC1+ %	GPR55 beta-arrestin	KOR beta-arrestin-2	T cell HTS	T cell HTS vesicle-bound %
CCN(CC)CCOc1ccc(/C(=C(/Cl)c2ccccc2)c2ccccc2)cc1	8.9&16	62&48	-8%&55%	-27%&9%	0.8%&12%	10%&-12%	i	2.0&23	-0.1%&-0.3%	-74%[20 µM]	i	20&16
CN(C)CCNc1nc(-c2ccccc2)nnc1C(F)(F)F	0.2	43	10%	1%	-0.5%	7%	i	0.6	0.2%	-9%	i	50
COCC(=O)Nc1nnc(C2CCCCC2)s1	-1.4	83	-8%	-7%	10%	1%	i	0.5	-0.1%	-24%	i	20
Cc1sc(N/N=C/c2cccnc2)nc1-c1ccccc1	11	83	14%	-54%	-2.5%	-13%	i	0.2	-0.1%	-41%	i	18
CCCS(=O)(=O)N1CCCC(C(=O)NCCCOCC)C1 (stereo unspecified)	1.3	41	16%	15%	2.9%	23%	i	0.9	-0.1%	-9%	i	32
O=c1cn[nH]c2ccccc12	1.7	58	4%	-6%	0.5%	-7%	i	0.5	-0.1%	-8%	i	50
CC(C)CCC(CCN1CCOCC1)c1ccc2c(c1)OCO2 (stereo unspecified)	3.6	55	5%	-9%	1.4%	-10%	i	1.1	-0.4%	0%	i	40
Cc1ccc(O)c(-c2cc(C(=O)Nc3cccnc3)[nH]n2)c1	1.1	61	10%	-134%	0.3%	-15%	i	0.9	-0.1%	8%	i	54
N#Cc1cccc(NC(=O)CC2CCCCC2)c1	0.0	46	-8%	4%	6.3%	-7%	i	2.6	-0.3%	0%	i	42
O=C(Cn1ncc2c([nH]c3ccccc32)c1=O)N1CCN(c2ccc(F)cc2)CC1	0.0	66	7%	14%	-4.1%	6%	i	0.5	0.8%	-19%	i	12
C=CCSc1ncc(CO)n1Cc1ccccc1	1.0	42	9%	7%	-5.1%	-24%	i	0.1	-0.3%	27%	i	15
COc1ccc(-c2cc(C(=O)NCCCn3ccnc3)c3ccccc3n2)c(OC)c1	-1.8	37	-1%	11%	-2.0%	-12%	i	2.0	-0.2%	-12%	i	44
CCN1CCCC1CNC(=O)c1cc(COc2ccc(C)c(C)c2)on1 (stereo unspecified)	-0.7	55	-2%	-21%	0.5%	-37%	i	0.6	0.2%	-28%	i	28
C/C=C\C(=O)Nc1cccc(C2=NOC3(C2)C[C@@H](C(N)=O)N(C(=O)C2(C)CC2)C3)c1 (stereo partly specified)	-3.3	91	6%	19%	1.4%	2%	i	1.8	1.0%	9%	i	26
CCC(=O)OC1CSc2nc3ccccc3n2C1 (stereo unspecified)	0.3	74	4%	9%	-5.8%	16%	i	0.6	0.8%	28%	i	14
CCC(=O)c1ccccc1OCCSc1nc(C)cc(=O)[nH]1	0.6	55	-9%	6%	1.2%	-18%	i	5.6	-0.1%	7%	i	11
Cc1ccc(/C=C/C(=O)c2c(C)nc3ccccn23)cc1	9.6	75	-3%	-106%	-1.8%	-11%	i	0.8	0.4%	9%	i	48
S=c1[nH]nc(-c2cc(-c3ccccc3)n[nH]2)n1/N=C/c1ccccc1	8.4	64	10%	-10%	6.5%	-15%	i	0.4	0.0%	-54%	i	44
Cc1cc(=O)n2nc(N3CCC(C(=O)NCc4ccc(F)cc4)CC3)sc2n1	-1.3	54	11%	2%	1.0%	-16%	i	0.6	1.5%	-2%	i	11
CN(/C(=N/S(=O)(=O)c1cccs1)c1ccccc1)c1ccccc1	-0.8	59	2%	15%	-1.1%	-13%	i	0.9	-0.1%	4%	i	2
Cc1ccc(S(=O)(=O)N2CCCOC2CNC(=O)C(=O)NCCC2=CCCCC2)cc1 (stereo unspecified)	0.8	62	7%	20%	-0.8%	21%	i	0.6	0.3%	11%	i	48
Cc1ccc(-c2nnn(CC(=O)Nc3cccc4c3CCCC4)n2)o1	-4.8	84	-2%	1%	5.1%	-16%	i	1.2	-0.3%	-16%	i	50
Cc1cc(/N=C/N(C)C)on1	0.5	49	1%	9%	1.8%	2%	i	2.0	0.2%	-41%	i	20
CCOC(=O)c1c(NC(=O)COC)sc2c1CCCC2	-0.5	89	11%	-1%	-2.2%	-20%	i	0.6	-0.1%	23%	i	26
CCOc1ccc(C(=O)OCC(=O)c2c(N)n(C)c(=O)n(C)c2=O)cc1OCC	-0.5	60	14%	7%	1.2%	10%	i	1.3	-0.2%	-28%	i	51

Rewritten with bars between the fields: entries from further up
SMILES | NTR1 agonist | NTR1 agonist cell count 20 µM | GPR55 antagonists | HEK293 NOD2/NF-kB | KOR beta-arrestin-1 | NOD1 inhibition | Myeloid diff MLP | Myeloid diff MLP GFP+ MAC1+ % | GPR55 beta-arrestin | KOR beta-arrestin-2 | T cell HTS | T cell HTS vesicle-bound %
Cc1ccc(-c2nnn(CC(=O)Nc3cccc4c3CCCC4)n2)o1 | -4.8 | 84 | -2% | 1% | 5.1% | -16% | i | 1.2 | -0.3% | -16% | i | 50
Cc1cc(/N=C/N(C)C)on1 | 0.5 | 49 | 1% | 9% | 1.8% | 2% | i | 2.0 | 0.2% | -41% | i | 20

Later entries:
SMILES	NTR1 agonist	NTR1 agonist cell count 20 µM	GPR55 antagonists	HEK293 NOD2/NF-kB	KOR beta-arrestin-1	NOD1 inhibition	Myeloid diff MLP	Myeloid diff MLP GFP+ MAC1+ %	GPR55 beta-arrestin	KOR beta-arrestin-2	T cell HTS	T cell HTS vesicle-bound %
Cc1ccnc(SCC(=O)Nc2c(C)n(C)n(-c3ccccc3)c2=O)n1	1.1	78	36%	9%	-4.8%	-26%	i	1.8	0.0%	3%	i	28
Cc1ccc(OCC(=O)NN2C(=O)c3ccccc3C2=O)c(C)c1	1.0	26	13%	7%	-4.0%	-23%	i	0.5	-0.2%	32%	i	46
CN1CCN(c2nc3c(c(=O)[nH]c(=O)n3C)n2CCSc2ncccn2)CC1	·	·	7%	2%	-5.6%	-9%	·	·	-0.1%	22%	·	·
O=C1NC2(Nc3ccccc31)C(=O)Nc1ccc(Br)cc12 (stereo unspecified)	2.9	42	5%	15%	2.4%	4%	i	0.3	0.2%	-10%	i	24
CC(=O)N1CCc2cc(S(=O)(=O)CCC(=O)N3CCc4ccccc4C3)ccc21	-1.0	95	23%	4%	2.5%	4%	i	0.9	-0.1%	-72%	i	48
O=C(CSc1nnc(-c2ccncc2)n1CCc1ccccc1)NCc1ccccc1	0.2	99	-6%	7%	-1.0%	-38%	i	1.0	0.3%	-29%	i	9
CC(C(=O)N1c2ccccc2Sc2ccccc21)n1nnc(-c2cccs2)n1 (stereo unspecified)	0.9	59	-2%	-1%	8.0%	34%	i	2.0	-0.1%	-75%	i	20
C/C(=N\NC(=O)CNc1ccccc1)c1ccccc1	-0.3	46	-6%	-6%	-0.5%	-45%	i	0.5	-0.1%	-20%	i	20
CC(NCc1ccccc1OC1CCCC1)c1ccccc1 (stereo unspecified)	2.7	55	4%	3%	2.4%	-12%	i	0.5	-0.3%	4%	i	56
CS(=O)(=O)C1=NN2C(=N)/C(=C\c3ccc(OCCOc4ccccc4)cc3)C(=O)N=C2S1	·	·	-5%	·	-5.6%	·	i	0.5	0.0%	-50%	i	59
O=C(CN1CCN(C/C=C/c2ccccc2)CC1)Nc1cc([N+](=O)[O-])ccc1Cl	5.5	37	-6%	10%	1.7%	22%	i	0.9	0.6%	-27%	i	42
COc1ccc(CNC(=O)CSc2nnc3c(n2)[nH]c2ccccc23)cc1	-0.5	56	-10%	3%	1.2%	-51%	i	1.0	1.3%	-3%	i	48
CC(=O)c1ccc(NC(=O)CCc2c(C)nc3ncnn3c2C)cc1	·	·	9%	-5%	-2.3%	-39%	i	1.2	0.9%	-10%	·	·
CCCCC(=O)Nc1nn(CC(C)C)c2nc3ccccc3cc12	2.6	69	26%	15%	9.6%	-17%	i	0.4	-0.1%	16%	i	46
CC(Cc1cccs1)NC(=O)Nc1ccc(F)cc1 (stereo unspecified)	-1.1	72	-7%	3%	-3.2%	7%	i	0.6	-0.2%	35%	i	20
CC(C)(C)CC(=O)Nc1nnc(C(F)(F)F)s1	3.6	94	1%	7%	-7.3%	-23%	i	0.5	0.1%	20%	i	25
COc1ccc(CNC(=O)C(C)OC(=O)c2cccn2C)cc1 (stereo unspecified)	-0.9	93	7%	18%	-3.5%	-2%	i	0.9	-0.2%	-1%	i	30
Cc1ccc(N(CCCCN2C(=O)c3ccccc3C2=O)C(=O)c2ccc(Cl)s2)cc1	19	75	44%	10%	6.3%	3%	i	0.7	0.3%	18%	i	21
CC(NC(=O)c1ccccc1C(=O)O)c1ccc(-n2ccnc2)cc1 (stereo unspecified)	0.2	58	0%	2%	-0.5%	-33%	i	0.3	-0.1%	-48%[20 µM]	i	51
C[n+]1c2n(c3ccccc31)N=C(c1ccc(Cl)cc1)CS2	4.8	70	-13%	26%	-0.2%	17%	+	5.8*	0.1%	-25%	i	18
O=C1CCCC(O)=C1C1C2=C(CCCC2=O)OC2=C1C(=O)CCC2	-0.4	45	-4%	-5%	·	-16%	i	0.2	0.2%	2%[20 µM]	i	38
O=C(CSc1nc2ccc(S(=O)(=O)N3CCOCC3)cc2[nH]1)N1CCOCC1	-1.7	68	-2%	6%	-2.1%	13%	i	0.7	-0.1%	1%	i	4
CC(=O)NCCOc1cccc2ccccc12	0.0	53	-12%	11%	0.6%	·	i	7.4	-0.2%	-46%	i	22
CC1=NN(C(=O)c2ccoc2C)C(O)(C(F)(F)F)C1 (stereo unspecified)	0.8	53	-1%	15%	-4.8%	5%	i	0.7	0.6%	13%	i	39
O=C(COc1ccc(S(=O)(=O)N2CCCC2)cc1Cl)NCc1cccnc1	0.4	66	-3%	15%	8.2%	-13%	i	1.5	0.3%	-1%	i	58
COc1ccc(-c2nc(C(N)=O)c3[nH]c(=O)n(-c4ccccc4OC)c3n2)c(OC)c1	-1.4	60	-15%	18%	-6.1%	7%	i	5.0	-0.2%	11%	i	44
COc1ccc(CCc2nnc(CCC(=O)NCCc3ncccc3C)o2)cc1	0.5	91	-3%	-8%	·	-34%	i	0.6	-0.1%	-26%[20 µM]	i	60
CC(=O)Nc1ccc(Sc2ncccc2C(=O)Nc2ccc(F)cc2)cn1	2.6	58	8%	10%	-1.4%	-23%	i	1.9	1.5%	-2%	i	33
N/C(=N\O)c1ccc(NC(=O)c2cccs2)cc1	-1.9	81	-1%	-52%	-8.2%	8%	i	0.5	-0.4%	16%	i	25
